EPAC1 antag = blocks human EPAC1 exchange factor. EPAC1 GEF assay, Rap1b-BODIPY-GDP exchange fluorescence. Potency, µM (doses to about 115 µM), for inactives: at the highest dose activity change, negative = inhibition, actives largely listed as inhibitors. 0.14% of 360,000 active. AID 720709;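 further: potency means the concentration at half of the fitted maximal effect; plate controls were vehicle for no effect and positive control for full effect; nearly all actives have a fitted effect of over 50% in size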
CCT chaperon mod = modulators of cytosolic chaperonin (CCT/TRiC) activity; purified chaperonin ATPase assay, HTRF ADP detection, 30 min; activity change, % (no concentration beside the values), hits read low; 0.3% of 360,000 active; AID 651819; in the data active means activity change below about -30%; further: on the % scale 0 is the no-effect control and ±100 the full control effect
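Nucleotide hydrolysis assay: TRiC at 20–40 nM final (set by batch activity) with 10 uM ATP, 30 min at 37 °C, in presence of 76 uM compound. Detection by competitive ADP HTRF, 30 min ambient.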
PI5P4Ka inh = inhibitors of human PI5P4K alpha. P48426. PI5P4Kalpha enzyme, ADP-Glo luminescence, 60 min; hits give low values. max response, %. 1.2% of 330,000 active. AID 652105; active means max response of -50% or lower; inconclusive means between -30% and -50%; inactive means -30% or higher; further: value at the top dose of about 77 µM; on the % scale 0 is the no-effect control and ±100 the full control effect
Target sequence (P48426 whole entry, looked up): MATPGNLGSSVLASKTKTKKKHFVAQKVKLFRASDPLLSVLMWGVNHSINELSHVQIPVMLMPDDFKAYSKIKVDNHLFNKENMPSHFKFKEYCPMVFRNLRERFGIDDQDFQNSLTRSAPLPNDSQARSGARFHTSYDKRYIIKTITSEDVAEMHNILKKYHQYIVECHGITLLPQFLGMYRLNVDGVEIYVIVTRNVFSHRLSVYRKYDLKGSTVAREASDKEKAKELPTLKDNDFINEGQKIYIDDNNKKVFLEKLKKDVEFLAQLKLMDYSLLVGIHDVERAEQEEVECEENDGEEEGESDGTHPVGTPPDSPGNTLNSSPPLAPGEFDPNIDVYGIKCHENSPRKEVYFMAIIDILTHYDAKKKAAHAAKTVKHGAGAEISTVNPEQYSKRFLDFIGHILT
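Single end-point luminescence (ADP-Glo) quantified ADP from PI5P4Kalpha turnover; ATP 5 microM final, 1 h at RT, 0.1% CHAPS and 0.28 mM EGTA in HEPES pH 7.4.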
IL-2 act = IL-2 activation. activation, % (series mostly up to about 46 µM). IL-2 activation reporter assay, cell-based qHTS; stimulated with anti-CD3/CD4/CD28 beads; in transgenic mouse T cells. 0.065% of 360,000 active; in the data active means activation above about 50%; inconclusive means mostly about 30% to 49%; further: 0% is about no effect
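Readout is EGFP and DsRed signal by fluorescent plate cytometry after 18 h at 37 degrees C. Transgenic mouse T cells (750/well) received compound for 60 min before bead stimulation (anti-CD3, anti-CD4, anti-CD28); memory T cells served as non-tolerant control.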
EPAC1 agonist = agonists of human EPAC1. AID 720707. Potency, µM (top dose mostly 154 µM), for inactives: top-dose activation, hits mostly activators. O95398. EPAC1 agonist qHTS, biochemical assay; response scale: 100% = response to 6.5 mM cAMP. 0.073% of 360,000 active; further: potency means the concentration at half of the fitted maximal effect; nearly all actives have a fitted effect of over 60% in size
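Multi-concentration qHTS readout: loss of Rap1B-bound BODIPY-GDP fluorescence driven by 100 nM EPAC1 with excess GDP (50 uM), monitored kinetically at room temperature; agonist response expressed relative to 6.5 mM cAMP.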
PLK1 PBD block = blocks phosphopeptide binding to human PLK1 polo-box domain; Plk1 PBD binding of FITC phosphopeptide, fluorescence polarization; Potency, µM, for the others: max response, negative = inhibition, most hits filed as inhibitors; 2.8% of 360,000 active; further: potency means the concentration at half of the fitted maximal effect; series mostly up to about 57 µM; on the % scale 0 is the no-effect control and ±100 the full control effect; nearly all actives have a fitted effect of over 65% in size
Target sequence (P53350 whole entry, looked up, the tested form may be a part): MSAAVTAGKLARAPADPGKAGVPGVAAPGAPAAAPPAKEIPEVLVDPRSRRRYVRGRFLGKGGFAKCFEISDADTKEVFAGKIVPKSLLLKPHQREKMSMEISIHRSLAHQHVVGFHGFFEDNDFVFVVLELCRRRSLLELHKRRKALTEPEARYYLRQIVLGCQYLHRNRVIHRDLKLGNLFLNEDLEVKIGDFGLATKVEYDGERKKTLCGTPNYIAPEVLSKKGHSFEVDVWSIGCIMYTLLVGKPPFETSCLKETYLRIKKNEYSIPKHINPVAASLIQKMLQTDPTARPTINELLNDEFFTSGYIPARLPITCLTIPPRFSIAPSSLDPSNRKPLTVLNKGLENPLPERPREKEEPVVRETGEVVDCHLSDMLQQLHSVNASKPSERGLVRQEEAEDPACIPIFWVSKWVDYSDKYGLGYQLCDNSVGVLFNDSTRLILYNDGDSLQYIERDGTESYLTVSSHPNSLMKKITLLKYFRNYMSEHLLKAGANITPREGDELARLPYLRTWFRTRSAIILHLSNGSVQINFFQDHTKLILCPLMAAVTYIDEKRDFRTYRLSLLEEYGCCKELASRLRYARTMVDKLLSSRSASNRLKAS
WRN helicase inh = inhibitors of human WRN helicase; Q14191; WRN helicase unwinding, fluorescent forked duplex, kinetic; Potency, µM (titrated, usually from 114 µM), for inactives: top-dose activity change, negative = inhibition, usual class: inhibitors; 0.46% of 360,000 active; AID 651768; further: potency means the concentration at half of the fitted maximal effect; on the % scale 0 is the no-effect control and ±100 the full control effect; nearly all actives have a fitted effect of over 55% in size
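Primary qHTS, 1536-well format. 20 nM WRN + compound, 15 min RT; start with 100 nM forked fluorophore/quencher duplex, 2 mM ATP (final); kinetic read ex 525/em 598 nm.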
EPAC2 agonist = EPAC2 (human) agonism. EPAC2 activation, biochemical qHTS; response scale: 100% = 6.5 mM cAMP response. 0.079% of 360,000 active. AID 720711. Q8WZA2. Potency, µM (top dose mostly 154 µM), for the others: at the top dose activation, most hits filed as activators; further: potency means the concentration at half of the fitted maximal effect; nearly all actives have a fitted effect of over 50% in size
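Compounds were titrated in qHTS against a Rap1B-BODIPY-GDP (250 nM) complex with EPAC2 (100 nM) and GDP (50 uM). BODIPY-GDP release tracked at 480/540 nm over 30 min at room temperature, normalized to 6.5 mM cAMP.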
* = called active by the depositor; u = inconclusive; x = no result given; [ ] = remark or other dose. Unless noted, the call rests on the fitted dose curve; in most records, active means well fitted curve in the direction sought with a large enough effect; inconclusive means small, poorly fitted or top-dose-only effect, or another doubt; inactive means no such curve, though single readings can be large; an effect the other way counts as inactive or inconclusive.

mol	EPAC1 antag	CCT chaperon mod	PI5P4Ka inh	IL-2 act	EPAC1 agonist	PLK1 PBD block	WRN helicase inh	EPAC2 agonist
Cc1csc2ncc(C(=O)Nc3cccc(C(F)(F)F)c3)c(=O)n12	-2%	-1.1	-5	-1.2	0%	-11%	3%	4%
Cc1ccc(C(=O)OCC(=O)NCc2ccco2)s1	-3%	-1.8	-26	-1.1	6%	-24%	u	5%
COC(=O)c1cc(Cl)c(NC(=O)c2cc3ccccc3o2)cc1OC	9%	2.3	10	0.2	5%	-3%	5%	1%
CCOC(=O)N1CCN(C(=O)COc2cccc3c2CCN(Cc2ccccc2C)C3=O)CC1	4%	-0.6	5	0.8	-5%	-4%	-23%[57.1 µM]	1%
COc1cccc(CN2CCN(C(=O)CC(C)C)CC2)c1	-10%	-1.2	-7	-0.1	2%	0%	12%	-1%
COc1ccc2cc(C(=O)C3CCCN(C(=O)c4cccnc4)C3)ccc2c1 (stereo not drawn)	-5%	-2.7	2	-1.8	3%	0%	10%	1%
O=C(Cc1cccs1)NC(c1ccccc1)c1ccccc1	5%	0.6	7	2.5	2%	-14%	-6%	2%
CC/C(=N\NC(=O)c1cc(C)oc1C)c1ccc(OC(F)F)cc1	2%	-0.9	-3	-1.4	-8%	-2%	-7%	-7%
COc1ccc(NC(=O)NC(C)c2ccncc2)cc1OC (stereo not drawn)	6%	-2.9	x	-1.6	3%	-9%	3%	-4%
Cc1ccc(NCc2nnc(SCCN3CCCCC3)n2CC2CCCO2)c(C)c1 (stereo not drawn)	3%	-0.6	0	3.6	4%	-1%	0%	3%
Cc1nn(CC(=O)Nc2ccc(N3CCOCC3)cc2)c(C)c1[N+](=O)[O-]	3%	-2.1	2	1.0	12%	-4%	-28%	11%
CC(C)CSc1nnc(N)s1	12%	-8.6	2	0.3	7%	-2%	-1%	4%
Cn1cc(C(=O)c2ccc(Cl)cc2Cl)cc1C=O	14%	2.3	-7	-2.5	0%	-5%	-8%	14%
Cc1cc(C)n(-c2nc(NCCCN(C)C)c3c4c(sc3n2)CCCC4)n1	4%	-4.6	3	-2.3	9%	-13%	2%	6%
Fc1c(F)c(-n2nnc3ccccc32)c(F)c(F)c1Cl	1%	-0.2	2	-4.8	0%	-4%	-1%	17%
O=C(Nc1cccnc1)c1ccc(-c2ccccc2)cc1	4%	-0.1	-1	2.0	-1%	-27%	1%	4%
COc1cc2cc(C(c3nnnn3C(C)(C)C)N3CCc4ccccc4C3)c(=O)[nH]c2cc1OC (stereo not drawn)	-1%	-4.6	x	-1.8	7%	u	0%	12%
COc1ccccc1NC(=O)N(O)C1(C#N)CCCCC1	-6%	-2.1	-3	0.7	-4%	4%	-2%	-5%
CC(C)(C)c1ccc(C(=O)Nc2ccc(C(=O)N3CCOCC3)cc2)cc1	-6%	-2.2	-2	-3.2	5%	0%	-29%	-11%
COc1ccc(-c2csc(NC(=O)c3ccccc3F)c2C(=O)O)cc1	14%	0.7	-51*	-0.8	-8%	-6%	-13%	6%
CC1CC(C)CN(c2ccc(NS(=O)(=O)c3ccccc3)cc2C(=O)O)C1 (stereo not drawn)	16%	0.5	-2	-3.7	13%	-1%	8%	1%
CCOC(=O)c1ccc(CNC(=O)CSc2nnc(-c3ccncc3)o2)cc1	-9%	-0.1	3	-0.3	-1%	-3%	5%	2%
CCOC(=O)C1CCCN(C(=O)Cn2cnc3sc(C)c(S(=O)(=O)N4CCOCC4)c3c2=O)C1 (stereo not drawn)	-2%	-2.7	2	0.2	1%	1%	2%	6%
Cn1c(SCC(=O)NCCc2ccccc2)ncc(C(=O)Nc2ccc(F)cc2)c1=O	-1%	-5.2	1	-0.6	11%	-2%	-15%	-4%
CCc1ccccc1N1CN(Cc2cccnc2)CNC1=S	15%	-0.8	0	0.4	-9%	3%	0%	16%
COC(=O)c1c(-c2ccccc2)c(-c2ccccc2)nn(C)c1=O	-30%	-2.6	7	-0.9	1%	-14%	3%	3%
CC(=O)Nc1ccc(NC(=O)CCSCCc2ccccn2)cc1	12%	1.1	1	1.0	8%	9%	1%	9%
Cn1c(Cc2ccccc2)nnc1SCC(=O)NC1CC1	-1%	-0.8	-5	-0.2	1%	-5%	0%	4%
O=C(Nc1ccccc1C(=O)Nc1ccncc1)c1ccc([N+](=O)[O-])cc1	-14%	-0.3	1	-0.6	5%	-12%	-16%[57.1 µM]	7%
CCCCSc1oc(-c2ccco2)nc1S(=O)(=O)c1ccccc1	-28%	-3.5	0	-0.6	5%	-10%	-3%	18%
C=CCN1C(=O)CSc2ccc(C(=O)NCCC3=CCCCC3)cc21	5%	-1.9	x	-2.0	20%	-6%	-11%	8%
Cc1cccc(NC2(C(F)(F)F)N=C3SCCN3C2=O)n1 (stereo not drawn)	8%	-0.8	x	-1.2	-5%	-6%	6%[57.1 µM]	1%
COc1ccc(C(=O)C2CCCN(Cc3cn[nH]c3-c3ccccc3)C2)cc1OC (stereo not drawn)	20%	-0.1	3	-3.1	0%	-5%	0%	2%
N#CCSc1nccc(/C=C/c2ccccc2)n1	5%	0.9	6	-0.5	4%	u	-4%	8%
O=C(Nc1ccc(CN2CCOCC2)cc1)c1ccc(-c2cc(Cl)ccc2Cl)o1	6%	-3.2	-6	-3.4	7%	-5%	-5%	0%
CCCNC(=O)Cn1sc2nc(C)cc(C)c2c1=O	4%	-1.9	-83*	0.3	3%	1.7µM*	-15%[11.6 µM]	2%
COc1ccc(C(=O)COC(=O)CCS(=O)(=O)c2ccc(C)cc2)c(OC)c1	-13%	-1.5	6	-2.7	2%	-1%	-9%	0%
CCN(CC)S(=O)(=O)c1ccc(/C=C/C(=O)OCC(=O)NCc2cccs2)cc1	-24%	3.6	0	0.5	11%	-9%	-8%	11%
CCN(CC)CCNC(=O)c1cc2c(=O)n(CC)c3ccccc3c2s1	-15%	2.5	3	0.9	0%	-7%	16%	0%
COc1ccc(NC(=O)NC2CCCCCCC2)cc1OC	-14%	-29	-1	0.6	-2%	-11%	1%	5%
CC[C@]12CCCN3CCc4c(n(c5ccccc45)C(=O)C1)C32 (stereo partly drawn)	-2%	0.6	-2	0.0	-2%	-8%	-6%	-1%
COc1ccc(N=N/C(C(C)=O)=C(/C)O)cc1	0%	1.2	2	0.7	5%	-5%	6%	5%
CC(=O)c1c(C)[nH]c(C(=O)N(C)C(c2ccccc2)c2ccccc2)c1C	u	0.6	3	0.3	-4%	-9%	-3%[57.1 µM]	-5%
CCOC(=O)c1c(NC(=O)Nc2ccc(Cl)cc2)sc(C)c1C	0%	-1.8	13	-1.2	0%	-1%	6%	0%
CC1(C(=O)NS(=O)(=O)c2cccc(Cl)c2)CCN1C(=O)Cc1ccccc1 (stereo not drawn)	24%	0.2	-1	0.3	3%	4%	2%	-3%
CN(Cc1cccc(F)c1)C(=O)C(c1ccccc1)c1ccccc1	-2%	-0.3	0	-3.4	1%	5%	3%	12%
O=C(c1cc(COc2c(F)cccc2F)on1)N1CCc2ccccc2C1	-10%	-1.2	2	-0.2	12%	-14%	-2%	11%
COc1ccccc1/C=N/NC(=O)CSc1ccc2ccccc2n1	-9%	-3.6	-4	-0.8	16%	-4%	-4%	26%
N/C(=N\OC(=O)C1CCCCC1)c1cccnc1	1%	0.4	x	-1.7	6%	-7%	-3%	-3%
C#CCOCCOCCOCCNc1nc(N2CCN(C(=O)Cn3cc(CCCCN)nn3)CC2)nc(N2CCN(C(=O)Cn3cc(CCCCN)nn3)CC2)n1	5%	-0.4	0	0.6	2%	-10%	-6%[57.1 µM]	6%
O=C(Cc1coc2ccc3ccccc3c12)NCc1ccccc1	1%	-9.0	x	1.2	-4%	-2%	-1%	2%
O=C(NCc1ccc2c(c1)OCO2)c1ccc(-n2cnnn2)cc1	-12%	-0.8	x	1.2	9%	1%	-9%	12%
CC1CCCCN1C(=O)c1cc(-c2ccc(Cl)c(Cl)c2)on1 (stereo not drawn)	-24%	-0.5	-2	-0.5	12%	-1%	-6%	2%
N#CC1=C(N)C(C#N)(C#N)C(c2ccc[nH]2)C2CCCC=C12 (stereo not drawn)	-5%	-3.8	x	0.9	20%	-13%	u	24%
COc1ccc(C(=O)Nn2c(CC(C)C)nc3cc(OC)c(OC)cc3c2=O)c(OC)c1	-14%	-2.5	-8	2.1	2%	-17%	3%	4%
Cc1[nH]c(=O)[nH]c(=O)c1NC(=O)c1cccs1	11%	-3.0	x	-2.1	-6%	-1%	3%	2%
COc1cc(C2SCC(=O)N2CCc2ccc(OC)c(OC)c2)ccc1O (stereo not drawn)	-8%	-2.2	15	1.4	-4%	-5%	9%[57.1 µM]	-1%
CC(=O)Nc1cccc(C(=O)Nc2cccc3ncccc23)c1	u	1.2	0	1.6	-3%	-1%	-12%	-1%
COc1cc(CNc2cc(C)ccc2C)cc(OC)c1OC	-3%	-4.5	x	-3.2	12%	-2%	-9%[57.1 µM]	10%
CN(C)S(=O)(=O)c1ccc(S(=O)(=O)NC2CCOC(C)(C)C2)cc1 (stereo not drawn)	2%	-1.0	x	-0.4	0%	-2%	-4%	-5%

Given with two lines to a compound: entries from further up
Results follow in this order: EPAC1 antag	CCT chaperon mod	PI5P4Ka inh	IL-2 act	EPAC1 agonist	PLK1 PBD block	WRN helicase inh	EPAC2 agonist
> COc1cc(C2SCC(=O)N2CCc2ccc(OC)c(OC)c2)ccc1O (stereo not drawn)
→ -8%	-2.2	15	1.4	-4%	-5%	9%[57.1 µM]	-1%
> CC(=O)Nc1cccc(C(=O)Nc2cccc3ncccc23)c1
→ u	1.2	0	1.6	-3%	-1%	-12%	-1%
> COc1cc(CNc2cc(C)ccc2C)cc(OC)c1OC
→ -3%	-4.5	x	-3.2	12%	-2%	-9%[57.1 µM]	10%

Going on with the list:
mol	EPAC1 antag	CCT chaperon mod	PI5P4Ka inh	IL-2 act	EPAC1 agonist	PLK1 PBD block	WRN helicase inh	EPAC2 agonist
O=C(CNC(=O)c1ccncc1)N/N=C/c1ccc(Br)cc1	-15%	0.1	-17	1.3	-10%	-4%	3%	8%
CCOC(=O)C1=C(COC(=O)COc2ccc(Br)cc2)NC(=O)NC1C (stereo not drawn)	-4%	-1.5	7	-5.3	3%	-12%	2%	7%
Cc1ccc2c(c1)CO[C@]21O[C@H](CCO)C[C@H](O)[C@H]1O	10%	0.6	2	2.9	-4%	0%	-7%	0%
CCn1c(SCc2ccc(OC)c(F)c2)nc2ccccc2c1=O	1%	-2.9	21	0.6	8%	-6%	-2%	13%

From PubChem BioAssay

Only part of the results is shown; the hit share may differ from the screen's.
